Measles CPE – protection of cells from measles virus. Measles virus-infected cells, CPE protection, absorbance. protection (pct of control), % at 4 µM. 140,000 tested, 1.5% active; in the data active = protection mostly above about 24%, no sharp cut-off; inactive = mostly below about 26%; note: some compounds called inactive have numbers as strong as hits
NPY-Y2 antag – antagonists of human neuropeptide Y receptor Y2; P49146; NPY-Y2 expressing cells, antagonist mode; inhibition, % at 2.7 µM; 140,000 tested, 0.99% active; AID 793; in the data active = inhibition above about 17%;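 note: 0% = vehicle with agonist challenge and 100% = reference antagonist with challenge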
Target sequence (P49146 whole entry, looked up): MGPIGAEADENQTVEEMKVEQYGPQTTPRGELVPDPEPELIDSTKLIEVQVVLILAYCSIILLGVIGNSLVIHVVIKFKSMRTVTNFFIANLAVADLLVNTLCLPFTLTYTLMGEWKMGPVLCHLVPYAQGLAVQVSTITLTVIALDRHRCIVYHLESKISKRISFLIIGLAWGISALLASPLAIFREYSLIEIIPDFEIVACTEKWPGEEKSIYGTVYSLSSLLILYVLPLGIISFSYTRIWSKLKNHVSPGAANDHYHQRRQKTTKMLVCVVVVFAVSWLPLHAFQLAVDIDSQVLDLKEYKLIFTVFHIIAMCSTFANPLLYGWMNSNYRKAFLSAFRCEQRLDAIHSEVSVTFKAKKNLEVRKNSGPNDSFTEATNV
Yeast growth inh – yeast BB579 growth reduction in restrictive medium | S. cerevisiae BB579 growth, OD615, 48 h | inhibition, % at 10 µM | AID 804 | 140,000 tested, 0.51% active;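 active = inhibition above a set limit, 3 SD over the mean compound inhibition, cut at about 44% in these data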; note: inactives centre near -24
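System: Saccharomyces cerevisiae DeaD strain BB579, replicative lifespan model yeast. Buffer or medium: restrictive glucose-based CSMM-D medium. Doses: one dose, 10 µM compound with 0.25% DMSO. Timing: 4 h preincubation and 48 h exposure at 30 °C. Detection: turbidity as optical density at 615 nm. Benchmarks: amphotericin B 10 µg/mL, positive.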
PTEN del growth – suppresses growth of cells with PTEN deletion; HCT116 PTEN-null viability, CellTiter-Glo, 60 h; hits give low values; viability, % at 10 µM; 140,000 tested, 1.2% active; AID 827;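 active = viability at or below a set limit, 4 SD under the median of all tested compounds, cut at about 3.7% in these data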;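 note: PTEN knockout HCT116 line with beta catenin targeted HCT116 as companion control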
MRP1 act – activates MRP-1. H69AR cells + doxorubicin, viability rescue, CellTiter-Glo. viability increase, % at 10 µM. 140,000 tested, 0.61% active. AID 799;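 active = viability gain under doxorubicin at or above a set limit, the compound median plus 3 SD, cut at about 4.7% in these data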;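 note: MRP-1 overexpressing cells given doxorubicin 25 µM after compound pretreatment; 18-22 h compound pretreatment then 72 h with doxorubicin before readout; 0% = doxorubicin-only wells and 100% = vehicle-treated cells without doxorubicin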
bCat KO growth – beta-catenin-lacking colon tumor cell growth suppression | HCT116 beta-catenin knockout viability, CellTiter-Glo, 60 h; hits give low values | viability, % at 10 µM | 140,000 tested, 1.5% active;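 active = viability at or under a set limit, the compound median less 4 SD, cut at about 6% in these data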;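 note: 0% = Hyamine 1622 control at 20 µM and 100% = untreated cell control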
GALR2 antag – blocks the human galanin receptor 2; GALR2-expressing cells, antagonist mode; inhibition, % at 4 µM; 140,000 tested, 0.39% active; O43603; in the data active = inhibition above about 27%;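 note: cells stimulated with galanin 1-16 at roughly its EC80; 0% = agonist challenge control and 100% = basal control without agonist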
Target sequence (O43603 whole entry, looked up): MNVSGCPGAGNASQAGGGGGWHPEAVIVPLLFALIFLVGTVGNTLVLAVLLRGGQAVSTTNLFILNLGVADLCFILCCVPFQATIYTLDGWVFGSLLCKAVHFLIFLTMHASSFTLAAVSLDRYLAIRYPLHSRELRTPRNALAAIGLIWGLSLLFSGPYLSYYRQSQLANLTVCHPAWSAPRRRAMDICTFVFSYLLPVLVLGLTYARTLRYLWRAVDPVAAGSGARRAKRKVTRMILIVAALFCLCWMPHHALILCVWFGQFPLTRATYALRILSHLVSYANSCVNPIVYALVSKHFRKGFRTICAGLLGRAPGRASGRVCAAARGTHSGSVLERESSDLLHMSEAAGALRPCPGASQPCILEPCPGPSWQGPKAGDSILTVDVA
Phagocytosis inh – blocks phagocytosis by macrophages. J774A.1 macrophage IgG-bead phagocytosis, imaging. 110,000 tested, 0.07% active. AID 1029. inhibition, % at 5 µM;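 active = inhibition above the mean of the plate negative controls plus 5 SD, cut at about 13% in these data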;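 note: phagocytic index as fraction of beads internalized from green versus red external bead signal; plate controls were DMSO negative control for no effect and cytochalasin-D positive control for full effect; some results beyond the cut were filed as inactive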
E-sel TNF inh – TNF alpha driven E-selectin expression inhibition. inhibition, % at 2 µM. HUVEC TNFa-induced E-selectin immunofluorescence, high content. 120,000 tested, 0.71% active;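 active = inhibition above the batch mean plus 3 SD, and confirmed as a hit on visual image review, cut at about 43% in these data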;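 note: 0% = TNF-stimulated DMSO wells and 100% = unstimulated control wells; not every result past the cut was called active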
Yeast life ext – extends the lifespan of yeast; S. cerevisiae growth with nicotinamide, OD615; deaD strain in restrictive glucose medium; inhibition of the nicotinamide effect, % at 10 µM; 130,000 tested, 0.68% active;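 active = inhibition above a set limit, placed 3 SD over the median of all compounds, cut at about 26% in these data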;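 note: 0% = nicotinamide-treated wells and 100% = cells grown without nicotinamide; some compounds called inactive have numbers as strong as hits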
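assay system = DeaD-strain S. cerevisiae | measured by = absorbance at 615 nm | probe or stimulus = nicotinamide 1.5 mM | buffer or medium = CSMM-D glucose medium, restrictive | times = 48 h at 30 °C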
Numbers without * were called inactive; / = not tested or not shown; & = joins results of further samples.

Molecule,PTEN del growth,Measles CPE,Phagocytosis inh,MRP1 act,Yeast growth inh,E-sel TNF inh,bCat KO growth,Yeast life ext,NPY-Y2 antag,GALR2 antag
CCN(CC)C(C)C(=O)Nc1c2c(cc3c1CCC3)CCC2 (centres undefined),75.9,5.3,-4.4,-2.3,-22.9,/,78.1,-3.8,5.3,1.2
CC1=C(C(=O)NC(C)c2ccc3c(c2)OCCO3)C2(CCC(C)CC2)OC1=O (centres undefined),82.5,3.7,/,-3.5,-26.3,/,84.3,-2.9,0.2,-1.5
CCc1nnc(NC(=O)CCC(=O)N2CCN(c3ccccn3)CC2)s1,96.8,8.9,/,1.6,4.9,12.5,105.3,-12.7,3.4,2.9
O=C(NN=C1CCCCC1)c1cc(-c2ccccc2)n[nH]1,103.6,12.4,-8.1,-0.7,9.3,/,94.4,1.9,12.1,-3.6
CCOC(=O)c1c(NS(=O)(=O)c2cccc(OC)c2)sc2c1CCC2,91.2,14.1,1.7,-1.2,0.2,-20.2,100.5,3.6,0.0,-6.3
Cn1cc(S(=O)(=O)Nc2ccc(F)cc2F)c(=O)n(C)c1=O,94.8,5.7,-0.8,0.0,-43.4,/,106.1,6.5,2.3,-3.0
Cc1cc(Cl)c(S(=O)(=O)Nc2ccc(Cl)cn2)cc1OCC(N)=O,103.9,1.2,/,-0.8,-24.0,-13.7,100.7,/,-0.4,2.0
CCOC(=O)N1CCC(NC(=O)c2cc(C)c3c(C)nn(-c4ccccc4)c3n2)CC1,103.6,3.2,-4.1,-0.8,-87.5,/,100.2,3.3,1.3,6.2
c1ccc2c(c1)CC1(CCCCC1)n1nnnc1-2,88.6,2.1,/,0.0,10.9,-8.8,85.3,/,1.9,1.4
CC(C)NCC(O)COc1c(F)cc(Br)cc1F (centres undefined),108.4,3.5,1.6,0.2,-23.0,-7.8,101.7,-7.4,2.6,4.6

Full records from above. Order of values: PTEN del growth	Measles CPE	Phagocytosis inh	MRP1 act	Yeast growth inh	E-sel TNF inh	bCat KO growth	Yeast life ext	NPY-Y2 antag	GALR2 antag
Entry for `c1ccc2c(c1)CC1(CCCCC1)n1nnnc1-2` : 88.6	2.1	/	0.0	10.9	-8.8	85.3	/	1.9	1.4
Entry for `CCOC(=O)N1CCC(NC(=O)c2cc(C)c3c(C)nn(-c4ccccc4)c3n2)CC1` : 103.6	3.2	-4.1	-0.8	-87.5	/	100.2	3.3	1.3	6.2

(cont.)
Molecule,PTEN del growth,Measles CPE,Phagocytosis inh,MRP1 act,Yeast growth inh,E-sel TNF inh,bCat KO growth,Yeast life ext,NPY-Y2 antag,GALR2 antag
O=C(NC12CC3CC(CC(C3)C1)C2)C1=COCCO1,106.3,13.9,-0.6,-0.3,-31.1,32.9,105.3,3.0,-0.8,-8.2
O=C(c1cc(F)c(F)cc1Cl)N1CCN(c2ccc([N+](=O)[O-])c3ncccc23)CC1,82.3,10.0,/,-3.2,-9.9,-0.3,82.9,-3.0,-2.4,15.8
COc1ccc(CC(=O)Nc2cc(C)on2)cc1,112.5,14.3,-1.9,-0.9,-22.8,-13.0,102.0,-11.8,1.3,-10.4
CCCSc1nc(C)cc(C)c1C(N)=O,95.2,6.7,-2.9,-2.2,-2.2,3.3,89.1,-19.6,0.0,1.2
Cc1cccc(C)c1Nc1nnc(SCC(=O)Nc2ncc(C(F)(F)F)cc2Cl)s1,102.1,9.5,-1.6,-1.0,-58.2,-0.5,89.8,0.9,4.1,-47.0
COc1ccc(C(=O)CCN2CCCCCC2)cc1,1.3*,25.8,3.0,-6.0,-15.9,/,1.2*,-6.3,-0.9,7.1
Cc1cc(C)n(CC2CC(=O)N(c3ccc(F)c(Cl)c3)C2=O)n1 (centres undefined),100.3,23.5,0.2,0.2,0.6,/,93.9,8.7,-1.6,-7.8
CCOc1ccc2cc(/C=C/C(=O)c3ccco3)c(Cl)nc2c1,7.2,18.8,0.5,-3.0,-89.7,32.2,7.8,-1.2,5.4,32.0*
O=C(COc1ccc2ccccc2c1)NC1CC1,88.2,1.5,/,-0.4,-32.9,-1.7,89.2,-15.2,0.3,3.2
CCOc1ccc(S(=O)(=O)N2CCN(Cc3ccccc3)CC2)c2cccnc12,83.6,12.0,2.5,-3.2,6.7,/,82.9,-4.7,-0.1,-7.2
Cn1c(CCC(=O)Nc2ccc(N3CCOCC3)cc2)nc(=O)c2ccccc21,86.5,5.7,/,-3.5,-45.9,-18.6,88.2,-2.8,1.9,5.5
COc1cc(NC2c3ccccc3C(=O)N2c2ccc(C)cn2)cc(OC)c1OC (centres undefined),87.0,20.3,0.9,-1.2,-37.8,/,78.5,26.6*,-0.9,3.8
O=C(N/N=C/c1ccco1)c1cc(C2CC2)nc2ccccc12,96.6,19.9,/,-2.0,-15.4,/,89.7,-3.2,1.5,-6.5
COc1ccc(CC(=O)NCc2cn3ccsc3n2)cc1,97.8,1.2,-0.4,-1.1,-27.7,-11.2,92.3,-2.9,0.7,-1.7
CCn1ncc(Br)c1C(=O)Nc1cc([N+](=O)[O-])ccc1C,91.4,9.3,-5.3,-3.3,-3.6,15.6,91.0,-6.0,1.8,0.7
Cc1ccc(Sc2c(C=O)c3ccccc3n2C)cc1,47.4,18.2,-1.1,-6.9,-27.1,-0.5,57.7,-13.2,8.4,2.9
CC(C)(CO)NCC(O)COc1ccc2c(c1)CCC2 (centres undefined),94.8,11.4,-5.2,-1.5,-28.9,/,91.8,5.1,2.8,-4.7
CSc1nc(N(C)C)nc(N2CC(=O)N(CCNS(=O)(=O)c3ccc(C)cc3)C2=N)n1,90.8,24.3,-10.2,-2.9,-40.3,/,82.4,-2.1,3.8,2.3
COc1ccc(OC)c(NC(=O)C2CCCC2)c1,99.5,5.7,3.7,1.0,-47.2,-6.7,99.9,-6.9,-1.7,4.0
O=C(Oc1cccc([N+](=O)[O-])c1)c1cc(-c2ccccc2)nc2ccccc12,84.8,16.9,2.4,-5.4,-20.6,-20.0,101.6,-18.7,-2.6,15.9
O=C(COC(=O)Cn1cnc2ccccc2c1=O)NCCC1=CCCCC1,85.2,2.1,-10.0,-1.6,-59.5,27.3,94.2,4.3,1.2,-16.9
CC1=C(C)CC(C(=O)c2ccccc2)C(C(=O)O)C1 (centres undefined),84.7,47.7*,/,-0.3,1.6,/,87.2,4.3,0.8,-1.8
COc1ccccc1NC(=O)C(C/C=C(/C)Cl)C(C)=O (centres undefined),83.3,13.7,/,-3.3,0.4,1.1,84.5,/,4.4,8.3
O=C(c1ccc(Br)o1)N1CCN(C/C=C/c2ccccc2)CC1,86.8,119.2*,-1.9,-1.3,-32.0,-37.3,88.4,-1.6,4.3,8.5
Cc1cccc(N2C(=O)CC(N3CCC(c4nc5ccccc5[nH]4)CC3)C2=O)c1 (centres undefined),90.2,4.1,-0.5,4.0,-23.4,5.9,80.3,0.9,-0.7,6.5
COC(=O)c1ccccc1NC(=S)NC(=O)c1ccccc1,112.4,9.9,/,-0.7,-24.4,/,111.3,-20.9,2.0,2.9
O=C1N=C(N2CCN(c3cccc4ccccc34)CC2)S/C1=C/c1cccs1,73.0,1.4,-0.4,-2.1,-69.5,-12.8,68.4,-7.7,1.3,7.6
COc1ccccc1CC1(C)NC(=O)N(CC(=O)N2CCc3ccccc3C2)C1=O (centres undefined),104.9,5.7,-0.6,-0.4,-63.9,4.5,94.5,-6.5,3.5,6.0
CCn1cc(S(=O)(=O)CC(=O)Nc2ccc(C)cc2)c2ccccc21,94.0,15.1,-1.6,-1.4,-12.6,/,86.5,-10.9,-1.3,-21.3
Cc1ccc(Cl)cc1N1CCN(CC(=O)Nc2ccc(CN3CCCCC3)cc2)CC1,53.3,12.4,/,-8.0,-26.1,16.1,49.7,/,14.3,-8.2
CCOC(=O)CCNCC1COc2ccccc2O1 (centres undefined),100.8,15.8,-0.6,-0.3,-40.5,0.6,92.8,6.0,9.1,-4.4
O=C(Nc1ccc(-c2nc3ccccc3s2)c(OC(=O)c2ccccc2)c1)c1ccccc1,53.9,17.5,-6.9,-0.8,-28.9,/,63.3,1.3,-1.4,3.5
Cc1nn(Cc2cccc(C(=O)Nc3ccn(Cc4ccccc4F)n3)c2)c(C)c1[N+](=O)[O-],85.7&83.3,3.1,/,1.8,-8.1,10.1,81.5,-15.3,3.5,0.2
CCc1ccc(C(=O)Nc2cc3c(cc2Cl)OCCCO3)cc1,81.9,16.3,/,-1.5,-49.1,/,81.4,-5.3,1.6,-3.9
O=c1c2ccccc2nc2n1-c1ccccc1CCC2,108.8,7.3,-1.4,0.6,-32.4,-33.4,100.1,-11.9,2.5,5.8
CCN(Cc1ccccc1)S(=O)(=O)c1ccc(S(=O)(=O)N2CCN(C)CC2)cc1,87.4,4.9,-1.6,-2.0,-37.4,/,88.6,-1.9,1.3,-10.9
CN(C(=O)c1cnc2n(c1=O)CCS2)C1CCCCC1,110.7,32.8,-0.2,0.4,-22.5,34.5,114.2,-2.9,1.1,-5.9
O=C(CCS(=O)(=O)c1ccc(Cl)cc1)N1CCN(c2ccccc2F)CC1,93.0,18.8,-1.0,-0.8,-34.6,/,88.9,17.0,4.0,-4.8
CCCN1Cc2cccc(C(=O)NC(C)c3cccs3)c2C1=O (centres undefined),107.5,10.8,1.9,-0.8,-63.2,17.2,109.4,-0.1,2.6,4.5
COc1ccc(CNC(=O)C2CCN(c3nccs3)CC2)cc1,98.3,28.3,-0.7,-0.4,-25.7,/,90.2,-10.1,2.1,-15.1
c1ccc(-c2ccc(C3=Nn4c(nnc4-c4cc(-c5ccccc5)n[nH]4)SC3)cc2)cc1,42.7,10.4,0.3,-3.6,-76.6,7.0,41.4,-14.0,5.2,-9.8
